# SDO1 yeast rescue: growth rescue of sdo1-depleted yeast, primary screen, S. cerevisiae, bone marrow failure model. z-score at 10 µM. AID 817, 2007. 140,000 compounds, 0.21% hits. S. cerevisiae sdo1-depleted JHY4D growth rescue, OD600 30 h; stronger effect = higher value; pdr5 snq2 efflux-pump mutant strain;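 active = z-score above 3 at both the 24 hr and the 30 hr optical density reads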;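 also: z-score against mean and SD of all compound wells on the same plate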
# Insulin prom inh: inhibitors of insulin promoter-driven GFP, primary screen, imaging, TRM-6 cells (human fetal islet line), eGFP reporter, cell count | inhibition, % at 2 µM | 130,000 compounds, 0.9% hits | AID 1273, 2008 | reporter expression induced with tamoxifen;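 active = inhibition above the mean plus 3 SD, with well images judged a real hit on visual review, cut at about 60% in these data, passing the limit was not always enough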
# SDO1 yeast rescue Rescue 24 h: recorded beside SDO1 yeast rescue, whose call it bears; z-score; S. cerevisiae sdo1-depleted JHY4D growth rescue, OD600; measured here: growth rescue at 24 h;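 0 is the plate mean of compound wells and units are plate SD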
# * hit, by the source's call; / = no result given; & = joins results of further samples. An excerpt (hit frequency here may not be typical).
Structure | SDO1 yeast rescue | SDO1 yeast rescue Rescue 24 h | Insulin prom inh
O=C(Cc1ccc(Cl)cc1)N/N=C/c1c(Cl)cccc1Cl | -0.09 | 0.5 | 0
CC1CCOC2(O1)C(=O)N(CN1CCN(c3cccc(Cl)c3)CC1)c1ccccc12 (stereo not given) | 0.05 | -0.4 | 8
S=c1nc(-c2ccccc2)n(CCN2CCOCC2)c2c1CCCC2 | -0.86 | -1.2 | /
CN1CCN(C(=O)c2ccccc2NC(=O)c2cccs2)CC1 | 0.29 | -0.29 | -13
Cc1ccc(/C=C/C(=O)c2c(C)nc3ccccn23)cc1 | -2 | -1.4 | /
CCC(C)[C@H](NC(=O)Nc1cccc(OC)c1)C(=O)OC (stereo not given in full) | 1.1 | 0.72 | -11
C/C(CC(=O)Nc1ccc(Cl)cc1)=N\NC(=O)C(=O)NCCO | 1 | 0.64 | /
O=C(Nc1ccccc1N1CCN(c2ccccc2)CC1)c1cccc(F)c1 | -0.45 | -0.47 | /
N#Cc1nc(-c2ccccc2)oc1NCCCn1ccnc1 | / | / | 38
Cc1noc(C)c1C(=O)OCC(=O)Nc1cc(S(=O)(=O)N2CCOCC2)ccc1Cl | / | / | -22
Cc1ccc(Nc2nc(N)nc(CN3CCN(c4ccccc4F)CC3)n2)cc1 | 0.34 | 1.2 | /
CCC(=O)N1CCN(C(=O)CC)C1c1ccccc1 | -0.39 | -1.1 | -27
Cc1cc(C)n2cc(CSC3=NCCS3)nc2n1 | 1.4 | 1.1 | -10
Cn1c(=O)c2c(ncn2CC(O)CNc2ccc(Br)cc2)n(C)c1=O (stereo not given) | 0.36 | -0.09 | -47
CCOC(=O)Cc1c(C)nc2c(-c3cccc(Br)c3)cnn2c1C | -0.2 | 0.24 | /
O=c1/c(=C/c2ccco2)sc2nc(-c3ccccc3Br)nn12 | -1.6 | -1.7 | /
CCOC(=O)C1C(=O)NC(c2ccccc2)=NC1c1ccc(OC)cc1 (stereo not given) | / | / | -54
Cc1ccc(S(=O)(=O)NCC(=O)N(CC(=O)NCc2ccccc2)CC2CCCO2)cc1 (stereo not given) | -0.13 | -0.13 | -32
O=C(NCc1ccc2c(c1)OCO2)c1cccs1 | -0.84 | -1.2 | /
CCc1ccccc1N(CC)C(=O)c1cn(CC)c(=O)c2cc(OC)c(OC)cc12 | -0.83 | -0.74 | /
C=C(C)c1nc2cc(OC)c(OC)cc2c(=O)o1 | 0.01 | -0.66 | -28
CN1C(=O)/C(=C/C=C2\SCCN2C)SC1=S | 0.54 | 0.43 | -40
COC(=O)C1=C(C)NC(C)=C(C(=O)OCCN(C)Cc2ccccc2)C1c1cccc([N+](=O)[O-])c1 (stereo not given) | -0.86 | -0.2 | 23
O=c1nc2ccccc2c2n1CC(CN1CCN(c3cccc(Cl)c3)CC1)N2 (stereo not given) | 0.53 | 1.5 | 17
COCc1cc(C)nc(N/N=C/c2ccc(-c3ccc(C(=O)O)c(Cl)c3)o2)c1C#N | / | / | -6
CCCc1ccc(OCC(=O)NNC(=S)NC(=O)c2ccco2)cc1 | -2.5 | -1.5 | 28
Cc1ccc(NC(=O)N(C2CCCCC2)C(C)c2cccnc2)cc1C (stereo not given) | -3.6 | -1.9 | /
COc1ccc(NC(=O)C2C3C=CC(C3)C2C(=O)NCc2ccco2)c(OC)c1 (stereo not given) | 1.8 | 2.5 | /
CC(=O)N(CC1CCCO1)C1(C(=O)NC2CCCC2)CCCCC1 (stereo not given) | 0.97 | 0.69 | 9
Cc1cccc(OC(=O)c2sc(Cl)nc2C)c1 | -0.08 | 0.33 | 8
COC(=O)c1ccccc1OCCOc1ccccc1C(=O)OC | 0.34 | 0.44 | -16
CCOc1cc(C(=O)Nc2cccc3ncccc23)cc(OCC)c1OCC | 0.26 | 0.28 | /
CCOC(=O)CSc1nc2cc(C(=O)NCC3CCCO3)ccc2c(=O)n1Cc1ccco1 (stereo not given) | 0.99 | 1.1 | 28
CC(=O)Nc1c(C(=O)N2CCOCC2)cnn1-c1ccc(C)c(C)c1 | -0.03 | -0.54 | 15
CCOC(=O)CSc1nnc(CNC(=O)c2cc(OC)c(OC)c(OC)c2)n1C | -0.76 | -1.2 | /
COC1CCCCC1Nc1cc(C)cc(C)c1 (stereo not given) | 1.1 | 0.57 | -35
Cc1cc(C)c2cc(CN(CCO)C(=O)Nc3ccc(Cl)cc3)c(=O)[nH]c2c1 | -1.9 | -1.5 | 4
O=C(COc1ccccc1)Nc1ccc(S(=O)(=O)NCc2ccco2)cc1 | -0.53 | -0.36 | /
O=C(CSc1nc2ccccc2n1-c1ccccc1)Nc1ncc(Cl)cc1Cl | -1.5 | -0.92 | /
COC(=O)c1cc(-c2c(C)oc3cc(O)ccc3c2=O)c(C)o1 | -0.6 | -0.79 | -14
O=C(NCC(c1cccnc1)N1CCN(c2ccc(F)cc2)CC1)c1ccc(F)cc1 (stereo not given) | -1.9 | -0.56 | 68
O=C(CN1CCOCC1)Nc1c2c(nc3c1CCC3)CCC2 | 0.81 | 1.6 | 38
Cc1ccc(N(CCC(=O)O)S(=O)(=O)c2ccc(C)cc2)cc1 | -0.53 | -1.2 | 0
N#C/C(=C1/CCCCCN1)c1nnc2n1CCCCC2 | 0.54 | -0.06 | 30
COc1ccc(CN(C)C(C)C(=O)NC2CCCc3ccccc32)cc1 (stereo not given) | / | / | -50
CCC(=NCc1ccc(Cl)c(Cl)c1)c1nc(-c2ccco2)oc1O | -2 | -0.7 | -36
S=c1nc(-c2ccco2)[nH][nH]1 | 0.87 | 0.77 | 9
CCOc1ccc2nc(/N=C/c3c(C)[nH]n(-c4ccccc4)c3=O)sc2c1 | 0.85 | 0.07 | /
CC(=O)c1ccc(NC(=O)C(C)Nc2ccc(Cl)cc2)cc1 (stereo not given) | / | / | -18
COc1ccccc1N(CC(=O)NC(C)(C)C)S(=O)(=O)c1cccs1 | -0.88 | -2 | -10
O=C(CCn1[nH]c(=O)c2ccccc2c1=O)OC1CCCCC1 | -0.51 | -0.6 | 6
CCNc1nc(N)nc(Oc2ccc(C(=O)OC)cc2)n1 | -0.66 | -0.91 | 21
CS(=O)(=O)N(CC(=O)NCc1ccco1)Cc1ccc(Cl)cc1 | -0.43 | -0.52 | -406
COc1cccc(NC(=O)N(Cc2ccco2)C(C)c2cccs2)c1 (stereo not given) | -0.92 | -0.27 | -46
c1cnc(N2CCN(c3nc4ccccc4n4cnnc34)CC2)nc1 | -0.37 | -0.6 | /
N#Cc1c(N)nc2c(c1N)CC(CO)O2 (stereo not given) | 1.2 | 1.8 | /
CCc1nnc(NC(=O)CCC(=O)N2CCN(Cc3ccccc3)CC2)s1 | 0.74 | -0.03 | -13
Cc1nc(-c2ccc(NC(=O)CC(C)C)cc2)cs1 | 0.32 | -0.49 | -36
COc1cc(NC(=S)NN2CCN(C)CC2)cc(OC)c1 | -0.13 | -1.1 | 36
O=C(NCCO)c1c(O)c2cccc3c2n(c1=O)CC3 | -0.98 | -0.4 | 29

# One compound at a time (already shown).
# Entry for `Cc1nc(-c2ccc(NC(=O)CC(C)C)cc2)cs1` : SDO1 yeast rescue: 0.32; SDO1 yeast rescue Rescue 24 h: -0.49; Insulin prom inh: -36
# Entry for `COc1cccc(NC(=O)N(Cc2ccco2)C(C)c2cccs2)c1` (stereo not given) : SDO1 yeast rescue: -0.92; SDO1 yeast rescue Rescue 24 h: -0.27; Insulin prom inh: -46
# Entry for `CC(=O)c1ccc(NC(=O)C(C)Nc2ccc(Cl)cc2)cc1` (stereo not given) : SDO1 yeast rescue: /; SDO1 yeast rescue Rescue 24 h: /; Insulin prom inh: -18

# More entries:
SMILES	SDO1 yeast rescue	SDO1 yeast rescue Rescue 24 h	Insulin prom inh
Cc1cc(C)c2cc(C(c3nnnn3C3CCCC3)N3CCOCC3)c(=O)[nH]c2c1 (stereo not given)	0.32	0.28	/
Cc1c(C=O)c2ccccn2c1C(=O)c1ccc(Cl)c([N+](=O)[O-])c1	/	/	17
CC(=O)Nc1cccc(NC(=O)CSc2nnnn2Cc2ccccc2)c1	0.59&0.84	0.42&0.65	/
C=CCOc1ccc(CN(C)Cc2nc3cc(C(F)(F)F)ccc3c(=O)[nH]2)cc1	/	/	-28
Cn1c(=O)c(=O)n(C)c2cc(S(=O)(=O)N3CCC(N4CCCCC4)CC3)ccc21	/	/	25
CCOc1ccc(-c2n[nH]c(C(=O)NN)c2C)cc1	-0.47	-0.24	19
COc1ccc2c(c1)[nH]c1c(=O)n(Cc3ccccn3)cnc12	-0.05	-0.63	22
CCOc1cccc(C(=O)NCc2ccccc2)c1	/	/	20
CC(C)CCNC(=O)CN(C(=O)Cn1nnc(-c2ccc(F)cc2)n1)C1CCCC1	-0.08	-0.32	/
Cc1cccn2cc(CSc3ccccc3N)nc12	0.65	0.76	7
Cc1nn2cc(-c3ccc(Cl)cc3)cnc2c1Br	/	/	18
CCc1c(C)c(C#N)c2nc3ccccc3n2c1Nc1c(C)n(C)n(-c2ccccc2)c1=O	0.2	-0.4	-17
COc1ccc(C(C(=O)NC2CCCC2)N(C(=O)c2ccco2)c2ccc(OC)c(OC)c2)cc1 (stereo not given)	-0.13	-0.23	-306
CC(C)c1ccc(/C=N/Nc2cc(N3CCOCC3)nc(N3CCOCC3)n2)cc1	-0.25	0.56	36
NC(=O)c1cc([N+](=O)[O-])cc2c1C=Cc1ccccc1O2	/	/	0
Cc1c(Cl)ccc2c1NC(=O)[C@]21[C@@H]2C(=O)N(Cc3ccccc3)C(=O)[C@@H]2[C@@H]2CCCN21	0.36	0.73	-36
CC(C)N(C)NC(=S)Nc1ccccc1	-0.53	-0.44	45
CCCCC(=O)Nc1cccc(NC(=O)C(C)C)c1	0.9	1	22
CCOC(=O)c1c(C)nc2sc3c(c2c1-c1ccc(OC)cc1)NC(c1ccccc1)NC3=O (stereo not given)	-0.36	-0.65	40
Cc1ccc(CNC(=O)CCNS(=O)(=O)c2cccs2)cc1	0.87	0.55	7
Cc1cc(C)c(NC(=O)CN2C(=O)NC3(CCCCC3)C2=O)c(Cl)c1	0.68	-0.1	/
CCOC(=O)c1c(NCc2ccc3c(c2)OCO3)c2ccccc2[nH]c1=O	-1.1	-1.6	-8
O=C(CNS(=O)(=O)c1ccc(Br)s1)N1CCN(c2ncccn2)CC1	0.17	-0.67	62
CC1=C(C(=O)Nc2ccccc2)C(c2ccc(C)cc2)N=C(Nc2nc3ccccc3o2)N1 (stereo not given)	-1.3	-0.11	/
C=CCn1c(SCC(=O)NCc2ccc3c(c2)OCO3)nnc1C1CCCCC1	-0.37	-0.56	-15
CC1=NNC(=O)C1CCC(=O)N/N=C/C=C/c1ccccc1 (stereo not given)	0.5	-0.2	0
CSc1nnc(-c2ccccc2)c(=O)[nH]1	1.3	0.93	-14
Oc1cccc(/C=N/Nc2cc(N3CCOCC3)nc(N3CCOCC3)n2)c1	0.33	-0.61	11
Cn1c(/C=C/c2ccc([N+](=O)[O-])o2)nc2ccccc2c1=O	-2.1	-2.3	5
Cc1oc(-c2ccccc2F)nc1CS(=O)(=O)CC(=O)N1CCCCCC1	0.61	2.3	/
O=C1N/C(=N\N=C\c2ccccn2)SC1Cc1cccc(SC(F)F)c1 (stereo not given)	-0.05	0.48	0
CC(=O)c1ccc(NC(=O)C2CCCN(C(=O)c3ccc(Cl)cc3)C2)cc1 (stereo not given)	/	/	0
O=S(=O)(c1ccc(Cl)cc1)c1ccccn1	0.81	0.39	-15
COc1ccccc1N1CCN(Cc2ccc(OC)c3ccccc23)CC1	-0.48	-0.89	-35
O=C(CSc1n[nH]c(-c2ccco2)n1)N1c2ccccc2Sc2ccccc21	-1	-1	/
COc1ccccc1NC(=O)Cn1c2ccccc2c2nc3n(c(=O)c21)CCS3	/	/	24
CCOC(=O)c1c(N)sc(C(O)(C(F)(F)F)C(F)(F)F)c1-c1ccc(Cl)cc1	-2.8	-2.2	29
COc1ccc(C(=O)Nc2nnc(-c3ccco3)s2)cc1	0	1.2	/
COCCNC(=O)/C(C#N)=C/c1ccc(OCC(=O)NC2CCCCC2)cc1	/	/	-129
O=C(Oc1ccc(-c2ccccc2)cc1)N1CCCCC1	-0.06	0.24	-31
CCN(Cc1nc2ccccc2c(=O)[nH]1)Cc1cc(=O)oc2cc(C)c(C)cc12	/	/	-17
Cc1noc(C)c1S(=O)(=O)N(C)CC(=O)NCc1ccccc1	-0.39	-1.1	/
Cc1ccc(C)c(N2CCN(S(=O)(=O)c3ccc4c(c3)CCN4C(=O)CCC(=O)O)CC2)c1	0.61	0.21	/
Cc1ccc2nc(SCC(=O)Nc3ccc(C)c([N+](=O)[O-])c3)[nH]c2c1	-1.3	-1.3	/
Cc1cc(NC(=O)CSc2nc(C3CC3)nc3sc(C)c(C)c23)no1	0.51	0.39	-21
CC(C)CC(NC(=O)C1CCCCC1)C(=O)N1CCN(c2ccccn2)CC1 (stereo not given)	0.05	-0.31	-31

# Gathered by group, the compounds so far with a COOH group
SMILES	SDO1 yeast rescue	SDO1 yeast rescue Rescue 24 h	Insulin prom inh
COCc1cc(C)nc(N/N=C/c2ccc(-c3ccc(C(=O)O)c(Cl)c3)o2)c1C#N	/	/	-6
Cc1ccc(N(CCC(=O)O)S(=O)(=O)c2ccc(C)cc2)cc1	-0.53	-1.2	0
Cc1ccc(C)c(N2CCN(S(=O)(=O)c3ccc4c(c3)CCN4C(=O)CCC(=O)O)CC2)c1	0.61	0.21	/

# Screening data from PubChem BioAssay.
